TROY NFkB inh – inhibitors of TROY-driven NF-kB signaling, primary screen, Q293 LMP1-TROYcd cells, NF-kB luciferase, uHTS; AID 1347056, 2019; inhibition, % at 10 µM; Q293 LMP1-TROYcd NF-kB luciferase reporter, 4 h; 0.98% of 360,000 active;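 active means compounds whose plate-normalised and pattern-corrected inhibition of the luciferase reporter signal at the single screening dose is 50% or more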
TLR9-MyD88 inh – inhibitors of TLR9-MyD88 association in cells, primary screen, cell-based, CHO, BLA complementation, fluorescence | AID 504734, 2011 | 0.21% of 340,000 active | inhibition, % at 4.98 µM | CCF4 FRET ratio;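 active means inhibition above the mean over all tested compounds plus 3 SD, cut at about 21% in these data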;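 further: 0% = DMSO only wells and 100% = clavulanate BLA inhibitor control wells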
NOD2 RIPK2 PPI – NOD2-RIPK2 binding disruptors in cells, primary screen, fluorescence, CHO cells, BLA complementation; AID 624267, 2012; 0.38% of 360,000 active; Receptor-interacting serine/threonine-protein kinase 2 (Homo sapiens), O43353; CCF4 ratio; inhibition, % at 4.98 µM; in the data active means inhibition above about 21%;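 further: 0% = vehicle only and 100% = reference blocker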
TWEAK Fn14 block – inhibitors of TWEAK-Fn14 signaling, primary screen, luciferase reporter cells, uHTS. TWEAK-stimulated Fn14 reporter cells, luciferase luminescence, 8 h. inhibition, % at 10 µM. 2% of 360,000 active; in the data active means inhibition above about 50%
NR2F2 inh – NR2F2 transcriptional activity inhibitors, primary screen, cell-based, luciferase reporter, HEK293T, luminescence; inhibition, % at 8.6 µM; 0.7% of 370,000 active; HEK293T NGFI-A luciferase reporter; COUP transcription factor 2 (Homo sapiens), P24468;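 active means inhibition above a per-plate cutoff, mean inhibition of test wells between control levels plus 3 SD, cut at about 38% in these data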;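 further: cells cotransfected with COUP-TFII expression vector driving the NGFI-A reporter; 0% = median of COUP-TF2 test wells and 100% = reporter-only cells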
NCOA1 inh – SRC1 coactivator transcriptional activity inhibitors, primary screen, cell-based, luminescence; AID 588354, 2011; Nuclear receptor coactivator 1 (Homo sapiens), Q15788; 0.12% of 360,000 active; HEK293 GAL4-SRC1 luciferase reporter; inhibition, % at 3.6 µM;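 active means inhibition above the campaign mean plus 3 SD, with each screening campaign given its own cutoff, cut at about 60% in these data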;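 further: 0% = DMSO treated cells and 100% = gossypol at 36 µM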
Granule exo inh – LAMP-1 surface exposure blockers, TALL-104 cells – cell-based, flow cytometry, MLPCN library, primary screen. TALL-104 LAMP-1 surface exposure; cells stimulated with thapsigargin and PMA. inhibition, % at 10 µM. 0.66% of 360,000 active;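 active means inhibition above about 55%, limit read from the data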
LRH-1 inv ag – LRH-1 (NR5A2) inverse agonists, primary screen, cell-based, luminescence, HEK293T, StAR-luciferase reporter; 0.13% of 360,000 active; AID 602396, 2012; Nuclear receptor subfamily 5 group A member 2 (Homo sapiens), O00482; LRH-1 transfected, 24 h; inhibition, % at 3.6 µM;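 active means inhibition above the mean inhibition of all tested compounds plus 3 SD, cut at about 73% in these data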;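 further: 0% = DMSO wells and 100% = reporter-only cells lacking LRH-1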
ABHD5-PLIN5 inh – ABHD5-PLIN5 interaction inhibitors, primary screen, cell lysate, split luciferase complementation, luminescence | Perilipin-5 (Homo sapiens) + 1-acylglycerol-3-phosphate O-acyltransferase ABHD5 (Homo … | Split G. princeps luciferase complementation, 4 h | inhibition, % at 4 µM | 0.78% of 360,000 active;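 active means inhibition above the mean inhibition across every tested compound plus 3 SD, cut at about 22% in these data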;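 further: 0% = DMSO only wells and the 100% control is not disclosed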
SRC3 inh – SRC3 coactivator transcriptional activity inhibitors, primary screen, cell-based, luminescence; Nuclear receptor coactivator 3 (Homo sapiens), Q9Y6Q9; HEK293 GAL4-SRC3 luciferase reporter; inhibition, % at 3.6 µM; 0.17% of 360,000 active; AID 588352, 2011;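 active means inhibition above a per-campaign cutoff, the mean of all compounds plus 3 SD, cut at about 60% in these data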;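 further: 0% = DMSO-treated cells and 100% = gossypol-treated cells at 36 µM; higher means less SRC3-driven luciferase light from the GAL4 reporter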
SRC2 inh – inhibition of GAL4-SRC2 driven luciferase reporter, primary screen, SRC2 inhibitor project, cell-based, luminescence. Nuclear receptor coactivator 2 (Homo sapiens), Q15596. HEK293 GAL4-SRC2 luciferase reporter. inhibition, % at 9 µM. 0.17% of 370,000 active. AID 651957, 2012;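 active means inhibition above the mean inhibition of all tested compounds plus 3 SD, set per campaign, cut at about 52% in these data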;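 further: 0% = DMSO treated cells and 100% = cells given Gossypol at 36 µM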
Active calls of the source: *; . = not tested or not shown. Some of the compounds tested. The share of hits here may be higher or lower than overall.

SMILES	TROY NFkB inh	TLR9-MyD88 inh	NOD2 RIPK2 PPI	TWEAK Fn14 block	NR2F2 inh	NCOA1 inh	Granule exo inh	LRH-1 inv ag	ABHD5-PLIN5 inh	SRC3 inh	SRC2 inh
Cc1ccc(C(C)C)c(OCC(=O)Nc2cccc(S(=O)(=O)NC3=NCCCCC3)c2)c1	-10	1	-11	16	-6	0	0	-4	7	0	-2
COc1ccc(Nc2nnc(SCc3cc(=O)n4ccsc4n3)s2)cc1	-7	8	7	3	-17	-17	1	16	-2	-5	20
CCOC(=O)C1=C(C)NC(C)=C(C(=O)OCC)C1C(=O)OCC(=O)N(C)C	14	-5	-7	6	-1	-1	7	7	-8	7	5
O=C(Nc1nc2c(F)cc(F)cc2s1)C1CC(=O)N(Cc2ccco2)C1 (stereo not given)	-23	-1	-3	0	-26	3	-7	-7	2	5	6
COc1cc2c(cc1OC)/C(=C/C(=O)c1ccc(F)cc1)NCC2	-5	5	3	-25	-5	-16	17	11	3	-21	-55
C[C@@H]1CN([C@@H](C)CO)C(=O)CCCn2nncc2CO[C@H]1CN(C)S(=O)(=O)c1ccc(-n2cccn2)cc1	-2	-8	0	19	10	-3	-10	0	3	-2	-19
COc1ccc(C(=O)N/C(=C\c2ccccc2)C(=O)NC(CCSC)C(=O)O)cc1 (stereo not given)	-5	-2	-4	-6	6	-11	0	5	3	-5	7
CN(CCN(C)C(=O)c1[nH]cnc1C(=O)Nc1ccccc1)C(=O)c1[nH]cnc1C(=O)Nc1ccccc1	5	-6	3	8	2	1	1	6	3	14	-10
CC(NCc1cccc(S(=O)(=O)N(C)C)c1)c1ccc(F)cc1 (stereo not given)	7	-11	-6	-7	14	-1	0	-17	3	0	12
CC1CN=C(N(C(=O)Nc2ccccc2)C(C)C)S1 (stereo not given)	-2	-3	1	-17	-6	-11	-3	-16	0	-11	1

2 consecutive entries already listed:
SMILES	TROY NFkB inh	TLR9-MyD88 inh	NOD2 RIPK2 PPI	TWEAK Fn14 block	NR2F2 inh	NCOA1 inh	Granule exo inh	LRH-1 inv ag	ABHD5-PLIN5 inh	SRC3 inh	SRC2 inh
CC(NCc1cccc(S(=O)(=O)N(C)C)c1)c1ccc(F)cc1 (stereo not given)	7	-11	-6	-7	14	-1	0	-17	3	0	12
CC1CN=C(N(C(=O)Nc2ccccc2)C(C)C)S1 (stereo not given)	-2	-3	1	-17	-6	-11	-3	-16	0	-11	1

Following part
SMILES	TROY NFkB inh	TLR9-MyD88 inh	NOD2 RIPK2 PPI	TWEAK Fn14 block	NR2F2 inh	NCOA1 inh	Granule exo inh	LRH-1 inv ag	ABHD5-PLIN5 inh	SRC3 inh	SRC2 inh
CCc1ccccc1Nc1nc(N)nc(CSc2nnc3ccccn23)n1	-20	2	-2	6	-7	-5	-2	-10	1	20	-33
NS(=O)(=O)c1ccc(CCNC(=O)CSc2nc3ccsc3c(=O)n2C2CC2)cc1	-12	-6	-12	35	10	13	19	17	5	-5	-1
O=C(CSc1nc2cc(S(=O)(=O)N3CCOCC3)ccc2o1)NC1CCCc2ccccc21 (stereo not given)	11	-3	4	14	25	4	1	-2	5	1	-14
CC(C)N1CCC(NC(=O)Nc2ccc3c(c2)OCO3)CC1	-50	-16	-7	-25	-1	-20	-2	1	-1	-12	-5
CCN(CC(=O)Nc1c(F)cccc1F)C(=O)/C=C/c1ccc(S(=O)(=O)N2CCCCCC2)cc1	3	-4	3	1	5	28	0	7	3	-3	17
O=C1[C@H]2[C@@H](c3ccc(F)cc3)N3C(=O)N(c4cccc(F)c4)C(=O)[C@@]3(Cc3ccc(Cl)cc3)[C@H]2C(=O)N1C1CCCCC1	-17	4	-3	28	-12	-15	-10	7	-1	-5	-8
COc1cccc(OCc2cc(C(=O)N(Cc3ccccc3)CC3CC3)no2)c1	11	6	5	7	2	-2	6	-3	-6	-20	29
COc1ccc(OCCCN2CCCC(C)C2)cc1 (stereo not given)	3	-4	-6	5	19	-11	-4	12	-1	2	-30
O=C(NNS(=O)(=O)c1ccccc1)c1ccc(F)cc1	-16	-3	-1	0	7	-18	-2	11	-4	-8	15
Cc1ccccc1N(CC(=O)NC1CCCCC1)C(=O)CCC(=O)Nc1nccs1	-22	4	-4	-26	10	-14	-19	-8	1	10	-7
O=C(c1ccccc1F)N1CCN(S(=O)(=O)c2ccc(S(=O)(=O)N3CCCCCC3)cc2)CC1	-9	-3	1	-3	-13	14	-7	10	3	9	-5
CS(=O)(=O)c1ccc(Cl)c(NC(=O)COC(=O)CCc2c[nH]c3ccccc23)c1	4	8	3	-12	0	4	9	18	12	13	21
Cc1onc(-c2ccccc2)c1-c1n[nH]c(=S)n1-c1ccccc1	1	-1	4	4	-2	-15	-3	14	-5	-14	-19
Cc1ccc(-c2noc(CN(C(=O)Cc3ccccc3)C(C)C)n2)cc1	-22	-3	-3	-27	0	-19	-2	-11	0	12	-12
CC(C)Oc1ccccc1/C=N/NC(=O)c1ccc(F)cc1	-81	-3	-8	-30	3	2	-2	-3	9	19	-11
Cc1cc(C(=O)CSc2nnc(N)s2)c(C)n1Cc1ccco1	-13	-5	-8	-14	-41	-73	2	-97	-1	-66	-44
COc1cccc(-c2cc3nc(-c4ccccc4)cc(N4CCC5(CC4)OCCO5)n3n2)c1	8	-5	4	35	-12	13	-2	-2	2	-13	7
COc1cc(OC)cc(C(=O)N2CCN(c3ccc(N4CCOCC4)nn3)CC2)c1	-21	4	-10	-5	-1	15	37	-40	3	2	-14
Cc1ccc(N2CC(C(=O)N3CCC(C(=O)Nc4cccc(Br)c4)CC3)CC2=O)cc1 (stereo not given)	-1	-6	5	-1	6	-10	6	12	-5	-5	12
CC1CCN(C(=O)CCNS(=O)(=O)c2ccccc2)CC1	-5	-7	-11	0	-12	-60	-3	-57	2	-18	-37
O=C(NCCCn1ccnc1)/C(=C\c1ccco1)NC(=O)c1ccco1	22	-2	-6	4	-9	9	2	16	-4	-1	-23
COc1ccc(NC(=O)CC2Oc3ccccc3NC2=O)c(OC)c1 (stereo not given)	12	2	-10	9	-9	-2	-2	-2	-8	-17	-29
CCOC(=O)Nc1ccc(C(=O)NCC2CCCO2)cc1 (stereo not given)	-24	2	3	-23	-8	-18	-1	-2	7	8	3
O=C1CCCC/C=C\C[C@H](CC(=O)N(CCO)Cc2ccccc2)C(=O)NC[C@H](c2ccccc2)O1	16	6	5	-4	-2	13	4	7	0	-7	-3
CCOc1ccc(-n2c(Cc3cc(=O)[nH]c(=O)[nH]3)nnc2SCC(=O)NC2CCCC2)cc1	-7	1	-17	-9	-13	-4	1	-27	3	4	22
NS(=O)(=O)c1ccc(N2N=C(c3ccccc3)CC2c2cccc(F)c2)cc1 (stereo not given)	6	-16	-9	31	-12	-6	0	4	1	21	-3
CC(=O)Nc1ccc(N(CC(=O)NC2CCCC2)C(=O)CCC(=O)Nc2cc(C)on2)cc1	-3	-10	3	34	-1	-20	-6	4	5	-9	-8
CCC(=O)c1c[nH]c(C(=O)NCCc2ccccn2)c1	-30	-11	6	-9	-29	-16	-1	-33	1	-27	-32
C=CCN1C=C2C(=O)C(C)(OC(=O)CC)C(=O)C=C2C=C1CCCC (stereo not given)	-1	1	-9	-11	-8	0	2	21	-8	1	2
COc1cc(CCC(=O)OCC(=O)Nc2ccc(C)cc2Br)cc(OC)c1OC	-13	-7	-1	35	-4	-38	5	-8	4	8	-14
COC(=O)Nc1ccc(OCc2ccccc2)cc1	-55	-1	-4	-23	-35	-59	-10	-79	3	-85	-58
CCOc1ccc(S(=O)(=O)NCc2ccco2)c2ccccc12	3	-1	-5	18	11	4	6	34	26*	1	22
C=CCC1NS(=O)(=O)OC(CCCC)C1O (stereo not given)	6	-4	1	6	11	-25	0	-2	-3	-11	-19
N#CC1=C(N)NC(SCC(=O)c2ccc(Cl)cc2)=C(C#N)C12CCCC2	27	5	-4	25	-1	16	1	24	-7	18	10
O=C(O)C1CC(Br)C(Br)CC1C(=O)O (stereo not given)	4	-3	-1	-6	1	-11	-2	-6	1	-5	8
O=C(OCCN1CCCC1)C1(c2ccccc2)CCCC1	-8	3	8	8	-13	-8	-2	7	-2	12	-4
Cc1occc1C(=O)N/N=C/C=C\c1ccccc1[N+](=O)[O-]	-24	.	-9	-6	-24	-13	-2	-19	0	-20	-16
O=C1CC(NNC(=O)c2cccc(F)c2)C(=O)N1 (stereo not given)	-14	0	2	-8	3	-1	2	-20	5	6	-20
Cc1ccc(S(=O)(=O)NCc2ccc(C(=O)N3CCCC3)cc2)cc1	19	-3	3	19	13	-19	-5	-7	6	8	-8
CNC(=O)c1cc2cc(Cc3ccccc3Cl)ccc2oc1=O	-42	7	-4	-7	-8	-12	0	11	1	16	-2
COc1ccc([C@H]2C[C@@H](O)[C@H](n3cc(C4CC4)nn3)CN2CC2CCCCC2)cc1	-17	-5	-3	-7	1	18	1	9	-1	-10	19
CCCCn1c(SCC(=O)N2CCCc3ccccc32)nc2c1c(=O)n(C)c(=O)n2C	-5	3	6	14	-5	-20	1	4	-4	19	6
O=C(Nc1ccc(S(=O)(=O)Nc2nccs2)cc1)c1cc(-c2ccncc2)nc2ccccc12	14	-6	-15	8	-10	-11	-4	4	-6	3	-3
COc1ccc(Br)c(C(=O)Nn2c(C)nc3ccccc3c2=O)c1	4	4	-7	5	1	-9	2	7	0	3	-2
NC(=O)C1CCN(C(=O)c2ccc(Oc3ccccc3)cc2)CC1	-8	2	-7	15	21	13	1	-7	-7	13	-40
CCC(=O)c1ccc(OCC(=O)Nc2ccc(N3CCOCC3)cc2N2CCOCC2)cc1	-15	-10	-4	-28	12	16	-4	10	6	2	-17
C/C(=N\NC(=O)c1cccnc1)c1ccccc1	-20	-4	7	-10	12	-16	-9	-3	-1	-8	-23
C/C=C(\C)C(=O)NCCN1C2=NC[C@@H](Cc3ccccc3)N2C[C@H]1Cc1ccc(O)cc1	-13	-6	-6	-3	-1	-13	8	16	0	-15	-18
N#CC1(NC(=O)CSc2nnc(C3CC3)n2N)CCCCC1	-9	-8	2	25	13	4	-2	4	-11	2	13
COc1ccccc1Cc1c(-c2ccc(C#N)cc2)nc2ccc(Br)cn12	-11	.	-6	-28	-24	-31	1	-65	5	-27	-76
O=C(NCCN1C(=O)S/C(=C\c2ccccc2Cl)C1=O)C1=COCCO1	-27	0	-2	11	-4	-11	3	-5	-2	-16	-64
O=S1(=O)N=C2CCCCCN2C(c2ccc(Br)cc2)N1 (stereo not given)	5	0	-4	7	-3	-13	6	-4	-1	5	-6
Cc1ccc(NC(=O)CN(C)C(=O)c2cccc(Br)c2)cc1	-21	-1	-3	3	11	-3	-2	-25	-11	4	-43

Assay outcomes from PubChem BioAssay.
